BaF3 parental: reduces parental Ba/F3 cell viability, JAK2V617F counter-screen; CellTiter-Glo ATP luminescence; inhibition, % at 5.6 µM; actives 1.1% (n = 220,000);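 active = inhibition above a per-campaign cutoff, the mean inhibition of all tested compounds plus 3 SD, cut at about 27% in these data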;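 also: 0% = DMSO wells and 100% = JAK Inhibitor I control wells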
MDM2 E3 inh: blocks human Mdm2 ubiquitin ligase activity. cell-based MDM2 ubiquitination luciferase reporter, 2 h; 0 = plate control, 100 = twice control, blank-subtracted. AID 1230. actives 0.11% (n = 210,000). signal enhancement, % at 5 µM. Q00987;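 active = signal enhancement of 30% or more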;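 also: luminescence tracks abundance of the self-degrading MDM2-luciferase fusion protein; higher signal means inhibition of MDM2 E3 ligase activity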
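Assay system: mammalian cells stably expressing self-ubiquitinating, self-degrading MDM2 E3–luciferase fusion. Quantity: 2000 cells in each well. Medium: DMEM culture medium. Compound dosing: single-point 5 µM. Timing: cell settling 4 h, compound treatment 2 h, both 37 °C. Technique: luciferase luminescence. Read-out basis: percent signal gain over controls, blank-subtracted. Benchmarks: plate controls and plate blanks.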
NPY-Y2 PAM-ag: human NPY-Y2 potentiation or agonism, primary screen; cells expressing NPY-Y2, potentiator/agonist read-out; activation, % at 3.6 µM; actives 0.45% (n = 220,000); AID 1359; in the data active = activation above about 27%;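 also: cells stimulated with NPY near EC25 plus isoproterenol at EC100; 0% = vehicle plus submaximal agonist and 100% = vehicle plus saturating agonist; some results beyond the cut were filed as inactive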
Target sequence (P49146 whole entry, looked up): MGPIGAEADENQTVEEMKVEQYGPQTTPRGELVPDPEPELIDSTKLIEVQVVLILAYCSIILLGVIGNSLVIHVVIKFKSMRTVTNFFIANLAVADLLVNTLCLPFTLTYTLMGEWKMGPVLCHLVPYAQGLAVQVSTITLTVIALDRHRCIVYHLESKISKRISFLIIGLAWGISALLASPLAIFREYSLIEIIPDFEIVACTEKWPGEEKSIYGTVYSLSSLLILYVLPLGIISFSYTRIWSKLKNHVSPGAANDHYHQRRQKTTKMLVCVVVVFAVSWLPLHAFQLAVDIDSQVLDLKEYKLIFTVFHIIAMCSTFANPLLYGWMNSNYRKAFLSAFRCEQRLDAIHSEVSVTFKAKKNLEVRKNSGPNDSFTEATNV
PERK inhibitor: human PERK inhibition, primary cell-based screen | CHO PERK-DD fusion, SEAP luminescence translation reporter | inhibition, % at 5.6 µM | actives 0.17% (n = 220,000) | Q9NZJ5;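 active = inhibition above the mean inhibition of all tested compounds plus 3 SD, set separately per screening campaign, cut at about 2.9% in these data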;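 also: PERK kinase domain activated by AP20187 dimerizer at 100 nM; 0% = DMSO with dimerizer and 100% = rapamycin at 8.4 µM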
S1P4 antag: blocks the human S1P4 receptor; S1P4-expressing cells, antagonist mode, reporter read-out; inhibition, % at 4.98 µM; actives 0.26% (n = 220,000); in the data active = inhibition above about 29%;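 also: 0% = wells stimulated with agonist and 100% = vehicle wells without agonist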
Target sequence (O95977 whole entry, looked up): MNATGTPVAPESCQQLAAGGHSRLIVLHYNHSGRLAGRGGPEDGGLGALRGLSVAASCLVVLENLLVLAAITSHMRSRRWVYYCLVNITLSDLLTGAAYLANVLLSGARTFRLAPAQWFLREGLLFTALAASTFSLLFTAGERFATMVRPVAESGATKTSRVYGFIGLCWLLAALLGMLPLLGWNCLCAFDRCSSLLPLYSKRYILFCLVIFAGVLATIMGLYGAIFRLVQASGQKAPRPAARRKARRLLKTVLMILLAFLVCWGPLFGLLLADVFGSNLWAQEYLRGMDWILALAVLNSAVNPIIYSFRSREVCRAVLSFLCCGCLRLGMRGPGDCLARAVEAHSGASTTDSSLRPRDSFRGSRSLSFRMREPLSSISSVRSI
Ba/F3 V617F tox: loss of viability in JAK2V617F-driven Ba/F3 cells; Ba/F3 EpoR-JAK2V617F viability, ATP luminescence; inhibition, % at 5.6 µM; actives 1.1% (n = 220,000);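 active = inhibition above the campaign mean plus 3 SD over all tested compounds, cut at about 24% in these data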;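 also: cytokine-independent growth of Ba/F3 cells driven by EpoR plus mutant JAK2; 0% = DMSO-treated cells and 100% = JAK inhibitor I control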
Wee1 degr inh: blocks degradation of human Wee1 kinase. reporter increase, % at 5 µM. P30291. actives 1.2% (n = 220,000). HeLa Luc-Wee1K328M stability, luciferase luminescence; 100% = proteasome inhibitor MG132 effect;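 active = activation above the mean of all tested compounds plus 3 SD, set per screening run, cut at about 8.8% in these data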;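 also: cells exposed to compound for 20 h before luminescence read; 0% = DMSO alone and 100% = MG132 at 30 µM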
eIF4E-4G inh: inhibitors of eIF4E and eIF4G interaction in translation initiation | P63073+Q04637 | actives 0.37% (n = 220,000) | inhibition, % at 21.7 µM | TR-FRET eIF4E-eIF4GI(517-606) binding, 2 h;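 active = inhibition above about 30%, limit read from the data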;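 also: 0% = full FRET control wells and 100% = background wells lacking eIF4GI fragment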
S1P4 agonist: activates the human S1P4 receptor | activation, % at 4.98 µM | actives 0.35% (n = 220,000) | S1P4-expressing cell line, agonist reporter assay; in the data active = activation above about 11%;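 also: 0% = DMSO vehicle and 100% = reference agonist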
Active calls of the source: *; nt = not tested or not shown; [ ] = dose if it differs, or a comment.

SMILES | BaF3 parental | MDM2 E3 inh | NPY-Y2 PAM-ag | PERK inhibitor | S1P4 antag | Ba/F3 V617F tox | Wee1 degr inh | eIF4E-4G inh | S1P4 agonist
Cc1nonc1NC(=O)CSc1nc2ccccc2[nH]1 | 8 | -23 | -23 | 0.5 | -3 | 2 | -3 | 2 | 1.2
COC(=O)C(NC(C)=O)(Nc1sc2c(c1C(N)=O)CCCC2)C(F)(F)F (centres undefined) | 2 | -15 | -11 | -1.5 | 1 | 0 | 1 | -5 | 0.1
O=C(CSc1nnc(CNC(=O)c2c(F)cccc2Cl)o1)Nc1ccccc1 | 4 | -2 | 6 | 0.1 | 2 | -3 | -1 | -4 | -3.7
COCCOc1nc2ccccc2nc1C | 3 | -15 | 1 | -1.1 | 3 | 4 | -2 | 3 | -3.4
O=C(CSc1nnc(Cc2ccccc2)o1)NCc1ccc2c(c1)OCO2 | 6 | 7 | -2 | 0.5 | -9 | 0 | 1 | -3 | 2.3
COC(=O)c1c(NC(=O)c2ccccc2)sc(C(=O)c2ccccc2)c1C | 8 | 10 | 0 | -0.2 | -6 | 4 | -2 | -7 | -0.1
O=C(O)CCCCCNC(=O)Nc1ccc2c(c1)OCCO2 | 3 | 1 | 3 | 1.5 | -10 | -4 | 0 | -1 | 1.3
CN1CCN(C(=O)CCc2nc(-c3ccc(Cl)cc3)no2)CC1 | 5 | -14 | -6 | 0.7 | -15 | 0 | 3 | -2 | 1.1
COc1ccc(-c2nnn(CC(=O)c3c[nH]c4ccccc34)n2)cc1OC | 0 | -6 | 16 | -0.6 | -23 | -3 | 0 | -11 | -0.4
NS(=O)(=O)c1ccc(NC(=O)C(=O)NCCC(=O)O)cc1 | -2 | -13 | -12 | 1.2 | 1 | -4 | -1 | 5 | 0.7
N#Cc1c(N2C(=O)C3C4C=CC(C4)C3C2=O)sc2c1CCC2 (centres undefined) | 2 | -13 | -1 | 0.5 | -12 | -5 | 0 | 2 | -1.2
Cc1nnc(SCCN2CCOCC2)n1-c1cccc(Cl)c1 | 10 | -1 | -12 | -1.2 | -3 | 3 | 4 | 4[fluorescence artefact?] | 0.8
C=CCN(C(=O)CNC(=O)c1ccco1)C(C(=O)NC1CCCCC1)c1ccc(OC)cc1 (centres undefined) | 2 | 11 | -19 | -0.6 | -13 | 3 | -2 | 2 | -1.2
O=C(CSc1nnnn1-c1ccc(Cl)cc1)Nc1cccnc1Cl | 7 | 1 | 3 | 0.1 | 1 | -1 | 0 | -7 | 0.1
CN(C)c1nc2n(c(=S)n1)CCS2 | -1 | 1 | 0 | 1.3 | -15 | -2 | -2 | 1 | -3.1
CCOC(=O)n1c(=O)n(Cc2ccc(F)cc2)c2ccccc21 | 6 | -16 | -8 | -0.3 | 2 | 3 | 6 | 0 | -0.5
Cc1cc(C=C2C(=O)c3ccccc3C2=O)c(C)n1C | 5 | nt | -7 | -0.5 | -23 | 5 | 0 | -1[fluorescence artefact?] | -2.1
Cc1ccccc1C(=O)N/N=C1\SCC(=O)N1Cc1ccco1 | 7 | -19 | -11 | 0.5 | -7 | 0 | 6 | -2 | 2.4
Cc1ccc(S(=O)(=O)N2CCN(C(=O)CCN3C(=O)c4ccccc4C3=O)CC2)cc1C | 4 | 2 | -3 | -1.0 | -5 | -3 | 3 | 15[fluorescence artefact?] | -0.8
Cc1cc(C)c(C)c(OC(=O)c2sc(Cl)nc2C)c1 | 4 | -19 | -5 | 0.6 | -29 | -2 | -3 | -3 | 0.6
COc1ccc(NC2CC(=O)N(c3cccc(C)c3)C2=O)cc1 (centres undefined) | 7 | -15 | 1 | 0.6 | -2 | -1 | 0 | 4 | -0.7
O=C(c1cccc(S(=O)(=O)Nc2ccccc2F)c1)N1CCN(c2ccccc2F)CC1 | 7 | -11 | 5 | 0.0 | -33 | 4 | -1 | 3 | 1.8
O=c1c2ccccc2nnn1CSc1nnc(-c2cccc(S(=O)(=O)N3CCCCC3)c2)o1 | 6 | 0 | -6 | -1.6 | -18 | 0 | 2 | 8 | -0.4
Cn1c(-c2cnn(-c3ccccc3)c2N)n[nH]c1=S | 2 | -4 | -6 | 0.2 | -8 | -4 | 2 | 0 | 0.6
Cc1noc(/C=C/N(C)C)c1S(=O)(=O)N1CCN(c2ccccc2)CC1 | 5 | -16 | 17 | 0.5 | -20 | -1 | -1 | 2[fluorescence artefact?] | -0.5

In the list so far, two contain two or more sulfur atoms:
SMILES | BaF3 parental | MDM2 E3 inh | NPY-Y2 PAM-ag | PERK inhibitor | S1P4 antag | Ba/F3 V617F tox | Wee1 degr inh | eIF4E-4G inh | S1P4 agonist
CN(C)c1nc2n(c(=S)n1)CCS2 | -1 | 1 | 0 | 1.3 | -15 | -2 | -2 | 1 | -3.1
O=c1c2ccccc2nnn1CSc1nnc(-c2cccc(S(=O)(=O)N3CCCCC3)c2)o1 | 6 | 0 | -6 | -1.6 | -18 | 0 | 2 | 8 | -0.4

(cont.)
SMILES | BaF3 parental | MDM2 E3 inh | NPY-Y2 PAM-ag | PERK inhibitor | S1P4 antag | Ba/F3 V617F tox | Wee1 degr inh | eIF4E-4G inh | S1P4 agonist
O=C(CCc1nc(-c2ccccc2F)no1)NC1CCN(Cc2ccccc2)CC1 | 5 | -22 | -12 | -0.9 | -24 | 2 | 0 | -7 | 2.3
Cc1ccc(SCC(=O)NC(=O)c2ccc(S(=O)(=O)N(C)C)cc2)cc1C | 6 | -8 | -5 | 0.6 | 0 | 3 | 4 | 7 | 0.2
CCOC(=O)c1c[nH]c2c(C)ccc(Cl)c2c1=O | 11 | -33 | -18 | 1.2 | 16 | 4 | -1 | 2 | -1.9
CCc1c(C(=O)NNC(=S)NCCc2ccccc2)csc1C | 1 | -1 | -15 | -0.2 | -16 | -4 | 0 | -1 | -1.3
CCOC(=O)c1c(C)[nH]c(C(=O)COC(=O)C2=NNC(=O)CC2)c1C | 1 | -18 | -17 | 1.6 | 0 | -2 | 1 | 1 | 1.4
O=C(NNC(=S)Nc1ccccc1)C1CCCCC1 | 6 | -10 | 4 | 1.1 | -9 | 2 | -2 | 0 | 0.3
Cc1c(C#N)c(N)nc2c3c(sc12)NC(=O)CC3c1ccccc1 (centres undefined) | 2 | -4 | -8 | 0.7 | 4 | -5 | 1 | 1 | -5.5
CCCCc1ccc(NC(=S)NN2CCOCC2)cc1 | 14 | -11 | 5 | 0.7 | -1 | 2 | -1 | 0 | 0.4
CC1CCCN(c2ccc(C(=O)NCC3CCCO3)cn2)C1 (centres undefined) | 2 | -4 | -19 | -0.1 | 0 | 4 | 9.6* | 11[fluorescence artefact?] | -1.9
NCCCSC1=NCCCN1 | 0 | 1 | 9 | 1.2 | -8 | -5 | 5 | 2[fluorescence artefact?] | -0.3
CN(C)C(=O)CSc1nnc(-c2cnccn2)n1C | 5 | 0 | 1 | 0.5 | -11 | 2 | 4 | 2 | 0.4
O=C(Nc1cc2c(oc1=O)CCCC2=O)c1ccccc1 | 1 | -6 | -10 | 0.8 | 4 | 0 | -1 | -7 | -1.7
CC(Oc1ccc2oc3ccccc3c2c1)C(=O)NC12CC3CC(CC(C3)C1)C2 (centres undefined) | 6 | 1 | -5 | 0.2 | -8 | -3 | -1 | 0 | 5.3
Cc1ccc(-n2c(SCC(=O)NC3CCCCC3)nc3c(c2=O)SCC3)cc1 | 3 | -9 | -12 | -0.1 | 0 | 2 | -3 | 0 | -1.0
Cc1ccccc1CS(=O)(=O)Cc1ccc(C(=O)NCCCN2CCOCC2)o1 | 7 | -10 | 9 | 0.4 | 10 | -2 | -2 | 11 | 0.4
CCOc1ccc(C(=O)Nc2ccc3c(c2)OCCO3)cc1OC | 2 | -27 | 15 | -0.1 | -6 | -3 | -2 | 5 | 2.0
COc1ccccc1C(=O)Nc1ccccn1 | 5 | -12 | -1 | 0.9 | -2 | 2 | -2 | 2 | -1.6
Cc1cc(/C=N/NC(=O)c2cccc(N(C)C)c2)c(C)n1-c1cc(C(=O)O)cc(C(=O)O)c1 | 1 | -8 | 7 | -0.5 | -2 | 1 | -3 | 3 | 0.8
CCN(CC)c1ccc(/C=N\N2CCN(Cc3ccc(C)cc3)CC2)cc1 | 2 | 4 | 5 | 0.8 | 7 | -5 | -3 | 8 | -1.0
CC(C)C(=O)Nc1ccc(NC(=O)c2cccnc2)cn1 | 6 | -18 | 0 | 0.2 | 1 | 4 | 0 | -5 | -0.4
NC(=O)[C@H](Cc1cc2ccccc2s1)NC(=O)[C@@H]1CC2(CC(c3cccc(NC(=O)[C@@H]4CCC(=O)N4)c3)=NO2)CN1C(=O)/C=C/Sc1ccccc1 (some centres undefined) | 8 | nt | 10 | 0.4 | 6 | -1 | -1 | -5 | 1.3
CCOc1ccccc1C1C(C#N)=C(N)Oc2cc(C)n(C)c(=O)c21 (centres undefined) | -2 | -4 | -18 | 1.4 | -8 | 0 | -2 | -1 | -4.2
Cc1ccc(/C(CSc2nccn2-c2ncc(C(F)(F)F)cc2Cl)=N\O)cc1 | 7 | -9 | -8 | -1.2 | -28 | 7 | 0 | -11 | -3.7
COc1cccc(NC(=O)COC(=O)/C=C/c2ccc(Cl)cc2Cl)c1 | 6 | -2 | -1 | 1.8 | -15 | 1 | 0 | -3 | -0.8
Cc1ccc(SCCC(=O)N2CCC(C(N)=O)CC2)cc1 | 4 | -32 | -10 | -0.4 | -3 | -1 | 2 | 6[fluorescence artefact?] | 2.2
C=C1C(C(=O)N2CCOCC2)C1C(=O)N1CCOCC1 (centres undefined) | 0 | -28 | 24 | 0.8 | -18 | 0 | 1 | 2 | 0.2
COC(=O)c1cc(COc2ccc3c4c(c(=O)oc3c2)CCC4)c(C)o1 | 2 | -9 | 9 | 0.9 | -14 | -5 | 2 | -12 | -1.5
CCOc1ccc2nc(NCCNC(=O)C(C)(C)C)c(C)cc2c1 | 8 | 4 | -16 | -0.4 | -8 | -4 | 0 | 9 | 1.5

Rewritten in markdown: part of the list above.
| SMILES | BaF3 parental | MDM2 E3 inh | NPY-Y2 PAM-ag | PERK inhibitor | S1P4 antag | Ba/F3 V617F tox | Wee1 degr inh | eIF4E-4G inh | S1P4 agonist |
| --- | --- | --- | --- | --- | --- | --- | --- | --- | --- |
| Cc1ccc(/C(CSc2nccn2-c2ncc(C(F)(F)F)cc2Cl)=N\O)cc1 | 7 | -9 | -8 | -1.2 | -28 | 7 | 0 | -11 | -3.7 |
| COc1cccc(NC(=O)COC(=O)/C=C/c2ccc(Cl)cc2Cl)c1 | 6 | -2 | -1 | 1.8 | -15 | 1 | 0 | -3 | -0.8 |
| Cc1ccc(SCCC(=O)N2CCC(C(N)=O)CC2)cc1 | 4 | -32 | -10 | -0.4 | -3 | -1 | 2 | 6[fluorescence artefact?] | 2.2 |
